FLuc counter = counter-screen for miR-21 project: firefly luciferase inhibitors or activators; P08659; purified FLuc, Km substrates, luminescence inhibition; Potency, µM (titrated, usually from 57.5 µM), for inactives: top-dose activity change, negative = inhibition, most hits filed as inhibitors; 6.9% of 360,000 active;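 also: plate controls were vehicle for no effect and reference inhibitor for full effect; nearly all actives have a fitted effect of over 55% in size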
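Purified P. pyralis luciferase, 10 nM final, with Km-level 10 uM D-luciferin and 10 uM ATP in 50 mM Tris acetate pH 7.5, 10 mM Mg acetate, 0.01% Tween-20, 0.05% BSA; 6-point qHTS titration about 60 µM downward; luminescence read.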
BRCA1 expr up = activators of BRCA1 expression. Potency, µM (top dose mostly 46.1 µM), for inactives: at the highest dose activation, hits mostly activators. 1.1% of 380,000 active. MCF7-BRCA1-FFLuc reporter, luminescence, 48 h; response scale: scaled: vehicle 0%, 10 µM genistein 100%; also: nearly all actives have a fitted effect of over 80% in size; some results filed as inactive show a strong effect at the top dose
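Activators of BRCA1 expression were detected as increased firefly luciferase luminescence in engineered MCF7 cells after 48 h compound incubation. Signals were scaled to genistein 10 microM as full activation.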
Rab9 promoter act = activates the Rab9 promoter. Huh7 Rab9 promoter-luciferase reporter, luminescence, 24 h. Potency, µM (doses to about 9.22 µM), inactives show at the top dose activation, negative = inhibition, actives largely listed as activators. 2.8% of 320,000 active. AID 485297; also: % of control where 0% means no effect; nearly all actives have a fitted effect of over 60% in size
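Cell-based reporter: Huh7 stable for Rab9 promoter-driven luciferase, plated in reduced-serum medium with 10% FBS at 1500 cells/well, compound-treated 24 h at 37 °C, luminescence read after 10 min reagent.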
NPC1 promoter act = activates the NPC1 promoter. Huh7 NPC1 promoter luciferase reporter, 24 h. Potency, µM (top dose mostly 9.22 µM), for the others: at the highest dose activation, actives largely listed as activators. 2.4% of 320,000 active. AID 485313;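 also: % of control where 0% means no effect; nearly all actives have a fitted effect of over 60% in size; reporter is driven by a mutant NPC1 promoter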
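Stably transfected Huh7 (NPC1 promoter→luciferase), 1500 cells/well in Opti-MEM + 10% FBS, 2 h settle, then compound 24 h at 37 °C. Luminescence after 10 min with Amplite reagent.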
uPA surface inh = cell surface uPA generation inhibition. Potency, µM (doses to about 38.3 µM), inactives show at the top dose activity change, negative = inhibition, most hits filed as inhibitors. cell surface uPA generation assay, qHTS. 0.31% of 330,000 active. AID 540303; active = well fitted inhibition curve with a large enough effect; inconclusive = small, poorly fitted or top-dose-only effect; inactive = no such curve, though single readings can be large or run the other way; tested in mouse RAW 264.7 cells; also: % is scaled to controls: 0 for no effect and ±100 for the full control effect; nearly all actives have a fitted effect of over 55% in size
ELG1 genotoxic = induces genotoxicity in HEK293T cells with luciferase-tagged ELG1 | AID 504466 | HEK293T ELG1-luciferase reporter, luminescence, 16 h | 1.3% of 330,000 active | Potency, µM (series often up to 46 µM), without a hit: top-dose activity change, positive = activation, actives largely listed as activators; also: % of control where 0% means no effect; nearly all actives have a fitted effect of over 60% in size
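HEK293T cells expressing luciferase-tagged ELG1 were treated with compound or DMSO for 16 hr at 37°C. Luciferase activity was then read after 30 min with ONE-Glo at room temperature; rising signal flags genetic stress.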
p53 reactivator = restores transcriptional activity of mutant p53. H1299 p53-A138V BP100-luciferase reporter, luminescence, 24 h. Potency, µM (doses to about 92.2 µM), for inactives: at the highest dose activity change, positive = activation, actives largely listed as activators. 0.063% of 320,000 active. AID 504706; also: % of control where 0% means no effect; nearly all actives have a fitted effect of over 45% in size
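H1299 (p53-null), stable ts p53-A138V + BP100-Luc; 1000 cells/well, Opti-MEM/10% FBS; cpd 4 pt, 1:5; 24 h, 37 deg C, 5% CO2; detection reagent 10 min RT; luminescence.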
RORg inh = blocks mouse ROR gamma transcriptional activity; Drosophila S2 Gal4-RORgamma UAS-luciferase reporter, 20 h; 5.4% of 310,000 active; Potency, µM (top dose mostly 53.6 µM), without a hit: top-dose activity change, negative = inhibition, actives largely listed as inhibitors; P51450; AID 2551; also: % is scaled to controls: 0 for no effect and ±100 for the full control effect; nearly all actives have a fitted effect of over 60% in size
Target sequence (P51450 whole entry, looked up, the tested form may be a part): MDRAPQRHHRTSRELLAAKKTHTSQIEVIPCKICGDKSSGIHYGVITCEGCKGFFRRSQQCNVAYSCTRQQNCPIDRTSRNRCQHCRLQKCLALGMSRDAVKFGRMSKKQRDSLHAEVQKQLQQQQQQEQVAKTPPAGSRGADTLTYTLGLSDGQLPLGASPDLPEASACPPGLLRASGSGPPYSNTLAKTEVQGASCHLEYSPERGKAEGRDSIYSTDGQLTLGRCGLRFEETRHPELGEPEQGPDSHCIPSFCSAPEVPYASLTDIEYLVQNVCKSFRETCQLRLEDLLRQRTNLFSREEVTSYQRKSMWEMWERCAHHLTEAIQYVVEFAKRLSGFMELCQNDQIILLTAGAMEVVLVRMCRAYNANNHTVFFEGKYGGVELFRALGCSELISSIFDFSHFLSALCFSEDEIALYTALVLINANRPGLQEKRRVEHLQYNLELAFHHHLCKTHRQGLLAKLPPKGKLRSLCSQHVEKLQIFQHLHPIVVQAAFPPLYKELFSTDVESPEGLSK
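Stable Schneider cell line, Gal4 DNA-binding domain fused to ROR gamma, UAS-luciferase. Cmpd 1 hr RT → CuSO4 700 uM final → 20 hr RT → luciferase reagent 10 min → luminescence.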
MBNL1-CUG inh = blocks human MBNL1 binding to CUG repeat RNA | TR-FRET MBNL1-His/biotin-(CUG)12 binding, 665/545 ratio | Potency, µM (highest dose often 57.5 µM), for inactives: at the highest dose activity change, negative = inhibition, usual class: inhibitors | 0.036% of 280,000 active | AID 2675; active = well fitted inhibition curve with a large enough effect in the signal ratio, with a control signal flat, not every such curve was filed as active; inconclusive = small, poorly fitted or top-dose-only effect, or effect the other way, or a change in a side signal; inactive = no such curve, though single readings can be large or run the other way; the % refers to the signal ratio; also: % is scaled to controls: 0 for no effect and ±100 for the full control effect
Target sequence (Q9NR56 whole entry, looked up): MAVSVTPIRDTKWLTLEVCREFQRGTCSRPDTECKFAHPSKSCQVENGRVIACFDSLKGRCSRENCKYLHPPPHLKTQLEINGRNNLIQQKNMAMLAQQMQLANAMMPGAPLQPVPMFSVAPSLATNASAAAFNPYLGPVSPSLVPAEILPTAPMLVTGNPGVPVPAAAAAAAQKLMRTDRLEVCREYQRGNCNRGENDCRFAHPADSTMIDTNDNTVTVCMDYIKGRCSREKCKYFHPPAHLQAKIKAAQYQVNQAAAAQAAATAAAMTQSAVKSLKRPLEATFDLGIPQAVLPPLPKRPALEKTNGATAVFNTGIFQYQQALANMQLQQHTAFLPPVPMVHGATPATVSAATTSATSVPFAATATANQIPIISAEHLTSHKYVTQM
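Compound titration spanned 92 nM–58 uM against the MBNL1-His/biotin-(CUG)12 complex. After 60 min at room temperature with 5 nM streptavidin-XL665 and 0.055 ng/ul terbium anti-His, ratiometric 665/545 nm emission (Ex 340 nm) normalized to controls.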
VP16 counter = counter-screen for ROR gamma inhibitors: Gal4-VP16 reporter; AID 2546; Potency, µM (doses to about 53.6 µM), for inactives: at the top dose activity, negative = inhibition, hits mostly inhibitors; Drosophila S2 Gal4-VP16 UAS-luciferase, luminescence, 20 h; 3.5% of 310,000 active;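 also: Gal4-VP16 expression switched on by copper sulfate through the metallothionein promoter; % is scaled to controls: 0 for no effect and ±100 for the full control effect; nearly all actives have a fitted effect of over 50% in size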
Active calls of the source: *; ? = inconclusive; . = no result given; [ ] = dose if it differs, or a comment. Unless noted, calls follow the shape of the dose curve; as a rule, active = well fitted curve in the direction sought with a large enough effect; inconclusive = small, poorly fitted or top-dose-only effect, or another doubt; inactive = no such curve, though single readings can be large; an effect the other way counts as inactive or inconclusive. Potency is read from the fitted curve at half-maximal effect.

Structure | FLuc counter | BRCA1 expr up | Rab9 promoter act | NPC1 promoter act | uPA surface inh | ELG1 genotoxic | p53 reactivator | RORg inh | MBNL1-CUG inh | VP16 counter
COc1ccc(NS(=O)(=O)c2cccc(C(=O)N/N=C(\C)c3ccncc3)c2)cc1 | -1.5% | -21.6% | 0.0% | -1.5% | -7.6% | -3.1% | -11.6% | 14.7% | . | -19.3%
Cc1cc(C)n2nc(C(=O)Nc3cccc(S(=O)(=O)N4CCOCC4)c3)nc2n1 | 3.3% | -13.8% | -0.1% | -0.9% | 0.1% | 5.0% | -1.0% | . | . | .
CCc1ccc2nc(SCC(=O)Nc3nnc(C)s3)c(C)cc2c1 | -0.4% | 1.7% | -0.7% | 0.2% | 1.2% | ? | 5.1% | -14.2% | 15.9% | -16.6%
O=C(c1ccc(CNc2c(N3CCCC3)c(=O)c2=O)cc1)N1CCc2ccccc2C1 | -0.7% | 0.0% | 0.6% | -0.1% | 10.5% | 4.0% | -2.4% | 4.9% | 8.8% | 7.4%
Cc1ccnc(NC(=S)NC(=O)c2cccs2)c1 | 4.26µM* | 82.7% | 0.794µM* | 1.58µM* | -7.7% | 2.06µM* | . | 2.24µM* | -2.0% | 3.98µM*
O=C1CS/C(=C/C(=O)c2ccccc2)N1 | ? | 24.8% | 6.8% | 8.7% | -8.5% | 8.2% | 3.2% | ? | -7.0% | -27.0%
COC(=O)c1ccc2nc(NC(=O)CN3C(=O)CCC3=O)sc2c1 | ? | 20.2% | 3.4% | -3.5% | -1.7% | 3.8% | 11.9% | 1.6% | -4.7% | -8.4%
Nc1nc(NCc2ccccc2)nc(NCCO)c1[N+](=O)[O-] | 3.6% | -19.8% | -2.3% | -3.5% | -9.5% | 10.0% | -6.5% | -1.9% | 14.3% | 4.7%
Cc1cc(C(=O)NCC(=O)OCC(=O)NCCc2ccccc2)ccc1[N+](=O)[O-] | -2.1% | 8.4% | -0.9% | 0.1% | -3.0% | -0.4% | 7.2% | 3.0% | ? | 5.6%
Cc1cccc(NC(=O)/C=C/c2ccc([N+](=O)[O-])s2)c1 | -17.3% | -73.6% | -34.4%[inhibitor] | -12.3% | -15.4% | ? | -16.9% | 6.31µM* | ? | 3.16µM*
NC(=O)c1ccc(NC(=O)COC(=O)c2cc(S(=O)(=O)N3CCOCC3)ccc2N2CCCCC2)cc1 | -2.4% | 5.6% | 10.8% | -1.6% | 5.4% | -2.0% | -3.0% | 12.1% | . | 3.8%
CSc1nsc(SC)c1C(=O)Nc1ccc(Cl)cc1 | -1.5% | -99.3%[inhibitor] | -34.4%[inhibitor] | -23.1% | -6.0% | -1.5% | -5.0% | 10.1% | -5.7% | 2.6%
O=C(O)COc1cccc(NC(=O)c2ccccc2)c1 | ? | -14.6% | -1.4% | 1.7% | 6.4% | -1.1% | 4.3% | ? | -3.5% | 0.9%
N#CC1(C#N)C(c2ccccc2)OC23CCCCCC2C1(C#N)C(=N)O3 (stereo not drawn) | -0.3% | -14.0% | -1.8% | -1.6% | 0.1% | 1.0% | -3.7% | ? | 8.9% | -3.7%
O=c1c2ccsc2ncn1Cc1ccccc1F | -2.0% | -10.1% | 12.6% | 7.2% | -6.9% | 1.1% | -5.6% | -5.1% | 3.5% | -4.1%
CCOCc1[nH]c(=S)[nH]c(=O)c1Cc1ccc(OCC)cc1 | 0.6% | 0.0% | -37.2%[inhibitor] | -42.4%[inhibitor] | -6.1% | -2.1% | -3.5% | -3.3% | 4.1% | 0.0%
O=C(CS(=O)(=O)c1ccccc1)Nc1ncc([N+](=O)[O-])s1 | 6.2% | -0.6% | 0.3% | -5.2% | 2.3% | -23.1% | 0.0% | -3.3% | ? | 2.9%
O=C(Nc1ccc(Cl)c(Cl)c1)N1CC=C(c2ccccc2)CC1 | ? | 39.0% | 24.3% | 21.3% | 0.8% | -2.2% | 8.5% | 43.0% | -10.9% | 0.6%
Cc1sc(N)nc1-c1ccccc1 | -9.1% | -3.9% | 0.8% | -0.4% | -0.9% | 0.2% | -0.7% | 23.4% | -6.4% | 5.5%
Cc1cc(NCc2cccnc2)no1 | 0.8% | -14.2% | -3.2% | 11.2% | -2.7% | -6.5% | -4.6% | 2.0% | . | -8.4%
O=C(C1CCC(=O)N(C2CCCC2)C1)N1CCN(c2ccc(Cl)cc2)CC1 (stereo not drawn) | -0.1% | -1.5% | -8.2% | -2.3% | -24.2% | -2.2% | 6.4% | 10.4% | 0.0% | 3.6%
Cc1ccc(NC(=O)COC(=O)CCc2nc3ccccc3c(=O)[nH]2)c(Br)c1 | 4.8% | 4.9% | 3.3% | 1.1% | -2.9% | 0.7% | 1.9% | 2.7% | 2.5% | 11.3%
O=C1NC[C@H](Cc2ccc(O)cc2)N(CC2CCCCC2)C1=O | 1.7% | -4.0% | -4.5% | -5.6% | 1.7% | 2.5% | 13.5% | -10.0% | -5.1% | 4.4%
COc1ccc(CNC(=O)CN2C(=O)NC(C)(c3ccc(C(C)(C)C)cc3)C2=O)cc1 (stereo not drawn) | -3.5% | -48.0% | 0.5% | ? | -8.1% | -12.7% | -3.9% | ? | 3.6% | -25.2%
COc1ccc(NC(=O)N(C)C[C@H]2Oc3ccc(NS(=O)(=O)c4cccs4)cc3C(=O)N([C@H](C)CO)C[C@@H]2C)cc1 | . | 139.8% | . | . | 0.3% | 0.7% | 2.7% | . | . | .
CCN1CCN(Cc2nc3c(c(=O)[nH]c(=O)n3C)n2Cc2ccccc2Cl)CC1 | 5.6% | -8.7% | -2.1% | -3.2% | -1.8% | -2.1% | -6.6% | -15.9% | -8.5% | 4.4%
CCOc1cc(C(=O)N(CC)CC(=O)Nc2c(F)cccc2F)ccc1OCC(=O)N1CCCCC1 | -2.4% | 2.7% | 3.8% | -0.1% | 1.9% | -4.8% | 1.0% | . | . | .
NC(=O)[C@H](Cc1cc2ccccc2s1)NC(=O)[C@@H]1CC2(CC(c3cccc(NC(=O)[C@@H]4CCC(=O)N4)c3)=NO2)CN1C(=O)c1ccccc1 (stereo partly drawn) | 1.0% | 24.6% | 1.7% | -0.3% | 9.0% | 2.4% | -4.3% | -0.6% | -10.1% | 0.5%
Cc1cccc(C)c1OCC(=O)OCC(=O)c1ccc2c(c1)NC(=O)CO2 | 2.0% | -24.0% | 17.7% | -2.4% | 0.7% | 0.4% | -3.1% | -11.1% | -0.2% | -7.4%
O=c1c2ccccc2c(=O)n2n1Cc1ccccc1C2 | -8.6% | 70.1% | 23.0% | 20.7% | -5.1% | 12.1% | ? | ? | 1.4% | 24.2%
CCC/C(=N\NC(=O)c1cccc(C)c1)c1ccccc1 | -23.2% | 2.1% | -4.3% | -2.1% | -1.2% | -3.3% | 4.3% | -26.4% | -0.5% | ?
O=C(CSc1nncn1-c1ccccc1)Nc1c(F)cccc1F | 0.5% | -7.8% | -2.4% | -0.1% | 1.4% | -0.6% | -3.7% | -7.2% | -3.6% | 1.0%
CCOC(=O)C1CCCN(CC(=O)NC2=Nc3ccccc3N=C(C)C2c2ccccc2)C1 (stereo not drawn) | 6.0% | 0.2% | -7.6% | -4.0% | -3.0% | -27.1% | -21.0% | 13.7% | -7.3% | 5.6%
c1ccc(CCNC2=NCCCS2)cc1 | 7.4% | 1.1% | -5.1% | 3.0% | -7.0% | -8.6% | -0.2% | -16.6% | 13.9% | -0.7%
O=C(CN1CCN(S(=O)(=O)c2ccc(C(F)(F)F)cc2)CC1)N1CCNC1=O | 7.0% | 15.2% | -0.2% | -1.6% | 2.2% | -2.9% | 0.6% | . | . | .
CCc1ccc(NC(=O)C(=O)N/N=C(\C)CC(=O)Nc2ccc(OC)cc2)cc1 | ? | 19.8% | -0.5% | 0.0% | -5.3% | 6.5% | -0.1% | -16.1% | -5.3% | -21.6%
Clc1cccc(-c2nc3nc4ccccc4nc3n2Cc2ccco2)c1 | ? | -46.8% | 4.2% | 4.8% | 6.8% | 1.2% | ? | -24.9% | ? | 8.4%
O=C(C[C@H]1C/C=C\CC[C@H](Cc2ccc(F)cc2)C(=O)O[C@H](c2ccccc2)CNC1=O)N[C@H](CO)Cc1ccccc1 | . | -45.4% | . | . | -22.9% | -5.8% | -11.6% | . | . | .
CCC(Cc1ccccc1)NC(=O)CN1C(=O)CSc2ncccc21 (stereo not drawn) | 1.5% | 0.0% | -3.4% | -0.1% | -26.2% | 2.7% | -3.8% | 5.4% | ? | 1.8%
[O-]/C(=C(\C(=S)NCc1ccccc1)[n+]1ccccc1)c1ccc(Cl)s1 | -4.1% | -1.2% | -7.6% | 1.5% | . | -1.3% | 2.3% | ? | -0.9% | -2.5%
CCOc1c2ccc(C(=O)NCc3ccc(C)cc3)cc2nn1CCOC | -0.2% | 15.0% | -28.0% | -2.1% | -17.0% | 1.4% | -1.4% | -3.8% | 10.3% | 1.6%
S=C(c1ccc(-c2ccccc2Cl)o1)N1CCCCC1 | 5.36µM* | ? | 3.55µM* | 2.82µM* | -1.9% | ? | ? | ? | . | ?
O=C(N/N=C/c1ccccn1)c1c[nH]c2ccccc12 | 8.49µM* | ? | 2.82µM* | 2µM* | -1.9% | ? | 12.3% | 1.3% | 2.4% | 0.2%
COc1cc(/C=C(\C#N)c2nc3ccc(C)cc3[nH]2)c([N+](=O)[O-])cc1OC | -5.3% | -32.9% | -1.2% | -0.5% | 4.0% | -1.5% | 6.5% | 37.3% | ? | -7.6%
